Compound activity: PubChem, several laboratories
Mdm2 ligase inh: inhibitors of human Mdm2 E3 ubiquitin ligase | Q00987 | cell-based MDM2 ubiquitination luciferase reporter, 2 h; 0 = plate control, 100 = twice control, blank-subtracted | signal enhancement, % at 5 µM | 210,000 compounds, 0.11% hits | AID 1230;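 active = signal enhancement of 30% or more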;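 also: luminescence tracks abundance of the self-degrading MDM2-luciferase fusion protein; higher signal means inhibition of MDM2 E3 ligase activity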
Target sequence (Q00987 whole entry, looked up, the tested form may be a part): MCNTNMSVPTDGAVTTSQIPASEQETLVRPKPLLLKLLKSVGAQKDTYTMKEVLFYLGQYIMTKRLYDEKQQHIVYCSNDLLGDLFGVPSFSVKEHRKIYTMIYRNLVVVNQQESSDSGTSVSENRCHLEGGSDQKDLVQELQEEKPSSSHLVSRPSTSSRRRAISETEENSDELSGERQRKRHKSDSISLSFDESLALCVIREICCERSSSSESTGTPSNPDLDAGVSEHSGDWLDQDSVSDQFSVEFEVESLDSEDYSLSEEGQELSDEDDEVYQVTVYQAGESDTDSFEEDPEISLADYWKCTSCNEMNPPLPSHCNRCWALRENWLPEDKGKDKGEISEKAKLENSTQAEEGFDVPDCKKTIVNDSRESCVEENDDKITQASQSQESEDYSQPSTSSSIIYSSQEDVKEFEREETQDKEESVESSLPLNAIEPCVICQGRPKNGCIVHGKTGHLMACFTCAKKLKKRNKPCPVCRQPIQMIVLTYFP
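Timing – 2 h compound exposure at 37 °C · Assay system – mammalian cells stably expressing self-ubiquitinating, self-degrading MDM2 E3–luciferase fusion · Amount – 2000 cells seeded into each well · Measure – % luminescence enhancement versus blank-corrected plate control mean · Measured by – SteadyLite luminescence, 15 min reagent step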
Cl transport mod: KCC2 (human) Cl- transport modulation | Q9H2X9 | KCC2 cells, thallium flux FluoZin-2 fluorescence | B-score of Tl+ flux slope (higher = more flux/activation; lower = inhibition) at 10 µM | 190,000 compounds, 2.2% hits;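 active = thallium flux slope and its plate-corrected score both differing from the plate sample mean at a set confidence after two filtering rounds, in either direction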;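 also: slope of fluorescence scaled to starting intensity during 10 to 20 s after thallium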
EBV gp42 inh: inhibitors of Epstein-Barr virus glycoprotein 42; Q1HVG2; Fluorescence polarization binding assay, mP read-out; inhibition, % (tested at 21.74 µM); 220,000 compounds, 0.42% hits; in the data active = inhibition above about 50%
Target sequence (Q1HVG2 whole entry, looked up): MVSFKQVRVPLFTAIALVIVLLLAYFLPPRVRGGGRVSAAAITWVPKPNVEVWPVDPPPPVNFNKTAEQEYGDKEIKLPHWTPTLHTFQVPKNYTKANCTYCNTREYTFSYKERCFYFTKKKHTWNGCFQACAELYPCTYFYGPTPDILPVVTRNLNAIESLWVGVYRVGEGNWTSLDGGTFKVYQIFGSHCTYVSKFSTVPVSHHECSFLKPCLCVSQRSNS
Rad51 HR inh: Rad51 (human) homologous recombination inhibition | AID 1385 | hRad51 DNA strand exchange, fluorescence dequenching | 200,000 compounds, 0.085% hits | inhibition, % at 10 µM | Q06609;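 active = inhibition above 40% at the single screening dose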;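 also: 0% = DMSO control wells and 100% = blanks with heterologous ssDNA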
Target sequence (Q06609 whole entry, looked up): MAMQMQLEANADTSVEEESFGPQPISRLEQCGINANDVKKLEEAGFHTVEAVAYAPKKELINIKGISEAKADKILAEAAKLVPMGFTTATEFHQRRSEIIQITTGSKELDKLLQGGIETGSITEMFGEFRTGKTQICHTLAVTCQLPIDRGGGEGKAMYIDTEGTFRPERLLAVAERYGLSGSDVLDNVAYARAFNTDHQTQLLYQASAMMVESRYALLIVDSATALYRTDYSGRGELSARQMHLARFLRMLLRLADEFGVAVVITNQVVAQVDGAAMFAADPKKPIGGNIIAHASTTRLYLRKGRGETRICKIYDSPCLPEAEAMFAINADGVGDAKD
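Test system – preformed human Rad51 ssDNA filaments · Reagent – Donor/quencher-labelled 47-bp dsDNA substrate · Incubation – 37 °C 15-min filament assembly, 30-min compound preincubation, 15-min exchange · Signal – FRET fluorescence dequenching, excitation 485 nm, emission 520 nm · Read-out – percent inhibition from fluorescence, normalised to plate control and blank means · Benchmarks – plate control and blank wells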
PERK inh: human PERK inhibition, primary cell-based screen; Q9NZJ5; CHO PERK-DD fusion, SEAP luminescence translation reporter; inhibition, % at 5.6 µM; 220,000 compounds, 0.17% hits; AID 1416;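 active = inhibition above the mean inhibition of all tested compounds plus 3 SD, set separately per screening campaign, cut at about 2.9% in these data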;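 also: PERK kinase domain activated by AP20187 dimerizer at 100 nM; 0% = DMSO with dimerizer and 100% = rapamycin at 8.4 µM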
Calpain2 inh: blocks pig calpain II enzyme activity; purified calpain II, fluorogenic peptide substrate, 30 min; inhibition, % at 16 µM; 220,000 compounds, 0.37% hits; AID 1236;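 active = inhibition above about 50%, limit read from the data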
L929 necroptosis: L929 zVAD cell death inhibition | L929 zVAD necroptosis rescue, ATP luminescence, 24 h; with zVAD 60 µM | viability rescue, % at 10 µM | 220,000 compounds, 0.38% hits | AID 1377;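 active = activation, scaled between plate controls, above about 75%, limit read from the data; inactive = activation under that limit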;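 also: 0% = zVAD with DMSO and 100% = DMSO alone without zVAD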
TNF death inh: blocks TNF-alpha induced death of Jurkat FADD-/- cells; 220,000 compounds, 0.068% hits; Jurkat FADD-/- TNF necroptosis rescue, ATP luminescence, 24 h; 0 = TNF only, 100 = no-TNF cells; activation (protection from cell death), % at 10 µM;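 active = activation, meaning protection from cell death, of at least 50% relative to plate controls; inactive = activation below 50%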;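 also: necroptosis triggered by 40 ng/mL TNF-alpha added together with compound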
eIF4E 4G PPI: blocks eIF4E binding to eIF4G. P63073+Q04637. TR-FRET eIF4E-eIF4GI(517-606) binding, 2 h. inhibition, % at 21.7 µM. 220,000 compounds, 0.37% hits. AID 782;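 active = inhibition above about 30%, limit read from the data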;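 also: 0% = full FRET control wells and 100% = background wells lacking eIF4GI fragment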
An asterisk follows results filed as active; . = no result given; [ ] = remark or other dose.

| compound | Mdm2 ligase inh | Cl transport mod | EBV gp42 inh | Rad51 HR inh | PERK inh | Calpain2 inh | L929 necroptosis | TNF death inh | eIF4E 4G PPI |
| --- | --- | --- | --- | --- | --- | --- | --- | --- | --- |
| COc1ccc(C(=O)N2CC3(CC(c4cccc(NC(=O)CC(c5ccccc5)c5ccccc5)c4)=NO3)C[C@H]2C(N)=O)cc1 (some centres undefined) | -7 | -0.39 | -7 | 2 | . | -90 | -0.6 | -6.2 | -9 |
| C[C@@H](C(=O)Nc1ccc2ccccc2c1)[C@@H]1C[C@@]1(C)[C@@H](NC(=O)c1ccccc1)c1ccccc1 | . | -1.4 | -12 | -5 | -0.5 | -63 | 4.7 | 6.0 | 1 |
| CCOc1cc(CNCCN(C)C)c(Cl)cc1OCC(=O)NCCc1ccccc1 | -11 | -0.058 | -7 | 8 | -2.5 | -4 | -1.1 | -1.0 | -3[fluorescence artefact?] |
| Cc1cc(=O)oc2cc(OCC(=O)N3c4ccccc4CC3C)ccc12 (centres undefined) | -7 | -1.8 | -5 | -8 | 0.5 | -82 | 0.4 | -18 | 5 |
| CC(C)COC(=O)n1c(SCC(=O)N(C)C)nc2ccccc21 | -5 | -0.43 | -7 | 15 | 0.1 | -6 | -0.1 | -3.5 | -10[fluorescence artefact?] |
| COc1ccc(C(C(=O)NC(C)C)N(C(=O)CCC(=O)Nc2nccs2)c2ccccc2F)cc1 (centres undefined) | -1 | -0.035 | -6 | 4 | 0.4 | -27 | 5.2 | 1.4 | -4 |
| O=C(Nc1ccc(C(=O)O)cc1)/C(=C\c1ccco1)NC(=O)c1ccccc1 | -3 | . | -13 | -137 | 0.5 | -20 | 5.4 | -0.9 | 1 |
| COc1ccccc1/C=N/n1c(N)c(S(=O)(=O)c2cccs2)c2nc3ccccc3nc21 | -16 | 0.096 | -22 | -5 | -0.3 | -123 | -0.6 | -8.4 | -6 |
| O=C1c2ccccc2C(=O)N1CSc1nnc(Nc2ccccc2)s1 | 5 | -0.52 | -15 | . | 0.3 | -11 | 0.1 | -0.8 | 2 |
| CC1=C(C(=O)N2CCN(c3cc(C)ccc3C)CC2)C2(CCC(C)CC2)OC1=O (centres undefined) | . | -0.013 | -4 | 4 | -0.1 | -16 | . | 0.7 | 6 |
| CCOC(=O)CNC(=O)CSc1ncnc2c1cnn2-c1ccccc1 | -12 | -2.7 | -15 | . | 1.6 | -19 | 0.3 | -1.2 | 1[fluorescence artefact?] |
| CCOC(=O)c1nc(NCc2ccccc2)c2ccccc2n1 | 7 | 0.059 | 16 | 14 | 1.8 | -12 | 4.0 | -0.4 | 1 |
| CCC(C)(NC(=O)c1cccc(N2C(=O)CSC2c2ccccc2)c1)C(=O)Nc1ccccc1C (centres undefined) | -1 | -0.17 | -15 | -4 | -0.4 | 7 | 0.2 | -2.7 | 0 |
| O=C(O)CCCC(=O)Nc1ccccc1C(=O)N1CCOCC1 | . | 0.16 | -6 | . | 0.3 | 26 | 1.0 | 0.7 | 5 |
| Cc1ccccc1/C=N/N=C1/NC(=O)CCS1 | -14 | . | -15 | 6 | -0.3 | 14 | -0.2 | -1.6 | 1 |
| Cc1cccc(-n2nnnc2SCC(=O)c2cc(C)n(CC3CCCO3)c2C)c1 (centres undefined) | 7 | -1.2 | -14 | -6 | -0.4 | -45 | 1.5 | 0.1 | -22 |
| CCc1ccccc1NC(=O)C1CC(c2ccc(F)cc2)=NO1 (centres undefined) | -11 | -0.91 | -17 | -19 | -0.1 | 16 | 0.0 | 1.1 | -3 |
| CC(=O)c1c(N2CCOCC2)[nH]c(-c2ccccc2)nc1=S | -12 | 13* | -13 | -9 | 0.6 | 0 | 0.0 | -0.7 | 0 |
| COc1ccc(CCn2c(O)c(C=Nc3cccc(F)c3)c(=O)[nH]c2=O)cc1OC | 4 | 0.41 | -22 | . | 1.6 | -47 | -0.1 | 5.2 | 1 |
| COC(=O)[C@H](CCSC)NC(=O)Nc1cccc(C)c1C | -2 | 0.96 | -1 | . | 2.0 | -2 | 0.3 | 5.2 | 0 |
| O=C(/C=C/c1ccc2c(c1)OCO2)c1ccccn1 | . | 0.049 | -9 | 25 | 0.2 | -3 | 1.3 | -7.0 | -8 |
| CCN(C(=O)CN(C)Cc1c(F)cccc1Cl)c1c(N)n(Cc2ccccc2)c(=O)[nH]c1=O | -16 | 0.12 | -10 | 0 | 1.0 | 3 | 0.2 | 0.4 | 0 |
| Cc1ccc(Nc2ccc(C(F)(F)F)cc2[N+](=O)[O-])cc1 | -6 | 0.65 | -10 | . | 1.3 | -7 | 0.3 | 1.2 | -7[fluorescence artefact?] |
| CCC(CO)Nc1nc(CN2CCCCC2)nc2scc(-c3ccccc3)c12 (centres undefined) | -11 | 0.042 | 19 | -2 | -0.6 | -5 | -0.4 | 5.1 | 7[fluorescence artefact?] |

Two compounds from above with just PERK inh.
| Compound | PERK inh |
| --- | --- |
| COc1ccc(CCn2c(O)c(C=Nc3cccc(F)c3)c(=O)[nH]c2=O)cc1OC | 1.6 |
| COC(=O)[C@H](CCSC)NC(=O)Nc1cccc(C)c1C | 2.0 |

New compounds follow:
| compound | Mdm2 ligase inh | Cl transport mod | EBV gp42 inh | Rad51 HR inh | PERK inh | Calpain2 inh | L929 necroptosis | TNF death inh | eIF4E 4G PPI |
| --- | --- | --- | --- | --- | --- | --- | --- | --- | --- |
| Cn1/c(=N/N=C/c2ccc([N+](=O)[O-])cc2)sc2ccccc21 | -19 | 0.55 | -3 | -32 | 1.9 | 1 | 0.7 | -1.3 | -10 |
| O=C(Nc1ccccc1N1CCCC1)c1cc2ccccc2o1 | -2 | 0.11 | -5 | . | -1.1 | -7 | 0.5 | -1.3 | -9 |
| COc1cc(OC)cc(C(=O)OCCNC(=O)Cn2cnc3c2c(=O)n(C)c(=O)n3C)c1 | 0 | 0.51 | 8 | 3 | -0.7 | 24 | 1.9 | 0.0 | -4 |
| O=C(NCCCN1CCOCC1)c1cc(Cl)ccc1[N+](=O)[O-] | -1 | 1.1 | -9 | 0 | 0.8 | 4 | 2.5 | 0.7 | -2 |
| CCn1cc(S(=O)(=O)CC(=O)Nc2cc(C)ccc2C)c2ccccc21 | -10 | 0.99 | -13 | -4 | -0.4 | -3 | 0.2 | 1.0 | 1 |
| CC1(C)CC(=O)c2cc(C(=O)NNc3ccccc3)c(=O)n(-c3ccccc3)c2C1 | -1 | -0.52 | 10 | 11 | 0.7 | -14 | -0.5 | 0.1 | -1 |
| COc1cccc(OCCCOc2ccccc2C(C)C)c1 | -28 | -0.081 | -12 | -4 | 0.5 | 2 | -0.2 | -2.6 | 5 |
| Cc1c(NC2=CC(=O)CC(C)(C)C2)c(=O)n(-c2ccccc2)n1C | -8 | 0.35 | -5 | -1 | 0.5 | 2 | 0.3 | 0.4 | -2 |
| COc1ccc(-c2nc3ncccn3c2Nc2ccccc2)cc1 | 15 | -0.98 | -23 | 0 | 0.4 | -23 | 1.2 | -1.0 | 2 |
| CCc1ccc(CN2C(=O)c3ccccc3C2C(=O)NCC2CCCO2)cc1 (centres undefined) | 5 | 2.4 | 2 | 6 | -0.5 | -3 | 0.0 | 0.3 | 1 |
| CNC(=S)c1cc(C(C)(C)C)c(O)c(C(C)(C)C)c1 | -13 | -0.56 | -15 | -1 | 0.5 | 25 | 7.6 | 7.3 | 6 |
| Cc1ccc(C)n1CCN1CCN(S(=O)(=O)c2ccc(F)cc2F)CC1 | -2 | 0.39 | -13 | 2 | 0.2 | -30 | 0.4 | -1.4 | -4 |
| Cc1onc(-c2c(F)cccc2Cl)c1C(=O)N1CCc2ccccc2C1 | -8 | -1.1 | -10 | 12 | 0.1 | 15 | -0.4 | -3.5 | 3 |
| O=C(NCc1ccc2c(c1)OCO2)C1CCCN(S(=O)(=O)c2cccc3nonc23)C1 (centres undefined) | -18 | . | -37 | 38 | -0.9 | 16 | -0.1 | -0.7 | -18[fluorescence artefact?] |
| O=C(N/N=C/c1cccnc1)c1cc(-c2ccccc2OCc2ccccc2)n[nH]1 | -11 | -4 | -3 | -41 | 0.0 | -10 | 3.4 | -8.8 | 8 |
| CC1(C)CC(=O)C(N=Nc2cc(Cl)c(Cl)c(Cl)c2)=C(O)C1 | -18 | -1.8 | -33 | 7 | 0.8 | 11 | 0.1 | -1.2 | -6 |
| CNC(=S)NNC(=O)Cc1ccc(OC)c(OC)c1 | 3 | -0.51 | 0 | 1 | 1.6 | -9 | -0.2 | -1.5 | -3[fluorescence artefact?] |
| COc1cccc(NC2=CC(=O)CC(C)(C)C2)c1 | -4 | 0.48 | -17 | -6 | 0.3 | -25 | 3.5 | 2.3 | . |

Structures from the list above that have a halogen, in the order listed:
| compound | Mdm2 ligase inh | Cl transport mod | EBV gp42 inh | Rad51 HR inh | PERK inh | Calpain2 inh | L929 necroptosis | TNF death inh | eIF4E 4G PPI |
| --- | --- | --- | --- | --- | --- | --- | --- | --- | --- |
| CCOc1cc(CNCCN(C)C)c(Cl)cc1OCC(=O)NCCc1ccccc1 | -11 | -0.058 | -7 | 8 | -2.5 | -4 | -1.1 | -1.0 | -3[fluorescence artefact?] |
| COc1ccc(C(C(=O)NC(C)C)N(C(=O)CCC(=O)Nc2nccs2)c2ccccc2F)cc1 (centres undefined) | -1 | -0.035 | -6 | 4 | 0.4 | -27 | 5.2 | 1.4 | -4 |
| CCc1ccccc1NC(=O)C1CC(c2ccc(F)cc2)=NO1 (centres undefined) | -11 | -0.91 | -17 | -19 | -0.1 | 16 | 0.0 | 1.1 | -3 |
| COc1ccc(CCn2c(O)c(C=Nc3cccc(F)c3)c(=O)[nH]c2=O)cc1OC | 4 | 0.41 | -22 | . | 1.6 | -47 | -0.1 | 5.2 | 1 |
| CCN(C(=O)CN(C)Cc1c(F)cccc1Cl)c1c(N)n(Cc2ccccc2)c(=O)[nH]c1=O | -16 | 0.12 | -10 | 0 | 1.0 | 3 | 0.2 | 0.4 | 0 |
| Cc1ccc(Nc2ccc(C(F)(F)F)cc2[N+](=O)[O-])cc1 | -6 | 0.65 | -10 | . | 1.3 | -7 | 0.3 | 1.2 | -7[fluorescence artefact?] |
| O=C(NCCCN1CCOCC1)c1cc(Cl)ccc1[N+](=O)[O-] | -1 | 1.1 | -9 | 0 | 0.8 | 4 | 2.5 | 0.7 | -2 |
| Cc1ccc(C)n1CCN1CCN(S(=O)(=O)c2ccc(F)cc2F)CC1 | -2 | 0.39 | -13 | 2 | 0.2 | -30 | 0.4 | -1.4 | -4 |
| Cc1onc(-c2c(F)cccc2Cl)c1C(=O)N1CCc2ccccc2C1 | -8 | -1.1 | -10 | 12 | 0.1 | 15 | -0.4 | -3.5 | 3 |
| CC1(C)CC(=O)C(N=Nc2cc(Cl)c(Cl)c(Cl)c2)=C(O)C1 | -18 | -1.8 | -33 | 7 | 0.8 | 11 | 0.1 | -1.2 | -6 |
